Bioassay records: PubChem BioAssay, several laboratories
PP5 inh – PP5 phosphatase inhibitors, primary screen, biochemical, fluorescence; Serine/threonine-protein phosphatase 5 (Homo sapiens), P53041; purified PP5c, OMFP substrate fluorescence; inhibition, % at 6.7 µM; actives 0.18% (n = 320,000);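 active means inhibition above the campaign's mean inhibition across all tested compounds plus 3 SD, cut at about 9.5% in these data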;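 further: 0% = DMSO only and 100% = 100 µM cantharidin control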
PP1 inh – PP1-alpha phosphatase inhibitors, primary screen, counter-screen for PP5 inhibitor project, biochemical, fluorescence, OMFP substrate, single point; actives 0.9% (n = 320,000); purified PP1alpha; inhibition, % at 6.7 µM;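 active means inhibition above the mean inhibition of all tested compounds plus 3 SD, computed separately for each screening campaign, cut at about 15% in these data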
Target sequence (P62136 whole entry, looked up): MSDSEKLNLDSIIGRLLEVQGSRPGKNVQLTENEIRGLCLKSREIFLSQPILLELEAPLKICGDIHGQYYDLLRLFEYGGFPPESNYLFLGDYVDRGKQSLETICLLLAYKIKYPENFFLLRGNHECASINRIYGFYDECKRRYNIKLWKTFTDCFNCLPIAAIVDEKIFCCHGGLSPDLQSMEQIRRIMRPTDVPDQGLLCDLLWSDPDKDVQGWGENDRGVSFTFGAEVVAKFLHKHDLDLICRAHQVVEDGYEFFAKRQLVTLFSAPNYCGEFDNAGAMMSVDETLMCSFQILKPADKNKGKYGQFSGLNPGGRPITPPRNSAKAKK
proCasp3 act – activators of human procaspase-3 D3A mutant, primary screen, biochemical, absorbance, PC-3 D3A mutant, single concentration | recombinant procaspase-3 D3A, Ac-DEVD-pNA absorbance 405 nm | activation, % at 8.5 µM | actives 0.11% (n = 330,000) | AID 463141, 2010;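 active means activation above the mean of all tested compounds plus 3 SD, cut at about 21% in these data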;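 further: 0% = DMSO alone and 100% = DMSO wells spiked with extra 5 µM PC-3 D3A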
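Assay system: Procaspase-3 D3A mutant, all three cleavage aspartates alanine. Buffer or medium: Zinc-free HEPES saline buffer with Triton X-100. Times: 1 h compound preincubation, 2 h substrate hydrolysis at 25 °C. Measured by: 405 nm absorbance of p-nitroaniline, reads at 0 and 120 min. Read-out basis: percent activation relative to control range. Replicates: singlicate.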
Fh CTSL1 inh – Fasciola hepatica cathepsin L1 inhibitors, primary screen, counter-screen for PFM18AAP inhibitor project, biochemical, QFRET, fluorogenic peptide substrate; recombinant F. hepatica cathepsin L1, Z-Leu-Arg-MCA fluorescence; inhibition, % at 5.96 µM; actives 0.49% (n = 300,000); AID 1906, 2009;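 active means inhibition above the mean of all tested compounds plus 3 SD, set per screening campaign, cut at about 17% in these data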;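 further: 0% = plate median of test compound wells and 100% = 1 µM Z-Phe-Ala-diazomethylketone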
HCV core dimer – inhibitors of HCV core protein dimerization, primary screen, biochemical, TR-FRET, high-throughput; TR-FRET GST/Flag-core106 dimerization, 1536-well; inhibition, % at 5 µM; actives 0.33% (n = 300,000); AID 1899, 2009;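 active means inhibition above the mean of all tested compounds plus 3 SD, set per screening campaign, cut at about 45% in these data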
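Assay system: tagged HCV core106 pair (GST and Flag); medium: KF-containing HEPES buffer, pH 7.45, DTT, CHAPS, BSA; also added: Eu donor and XL665 acceptor anti-tag antibodies; dosing: 5 µM single dose; timing: compound-protein-antibody incubation 4 h at 22.5 °C; signal: TR-FRET 671 and 617 nm emission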
proCasp7 act – procaspase-7 activators, primary screen, counter-screen for procaspase-3 activator project, biochemical, absorbance, HTS, human; Caspase-7 (Homo sapiens), P55210; recombinant procaspase-7, Ac-DEVD-pNA absorbance 405 nm; D23A/D198A/D206A triple mutant, cannot self-cleave; scale: DMSO 0, 5 µM enzyme 100; activation, % at 8.5 µM; actives 0.093% (n = 330,000);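 active means percent activation above the screen-wide mean plus 3 SD, cut at about 25% in these data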
Target sequence (P55210 whole entry D23A/D198A/D206A): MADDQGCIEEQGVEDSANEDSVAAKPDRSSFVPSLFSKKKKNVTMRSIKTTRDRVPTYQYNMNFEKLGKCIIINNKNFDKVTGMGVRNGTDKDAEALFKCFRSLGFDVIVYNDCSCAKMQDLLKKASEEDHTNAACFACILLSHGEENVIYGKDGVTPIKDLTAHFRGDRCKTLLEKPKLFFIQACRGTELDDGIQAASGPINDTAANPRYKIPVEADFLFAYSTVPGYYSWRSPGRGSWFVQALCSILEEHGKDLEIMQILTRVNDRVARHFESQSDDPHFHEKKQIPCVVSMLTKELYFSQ
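Assay system – Uncleavable procaspase-7 mutant enzyme · Quantity – 2 µM procaspase-7 mutant as dispensed · Times – 1 h preincubation, 2 h reaction · Dosing – single nominal 8.5 µM compound dose, 0.8% DMSO final · Buffer or medium – Zinc-free 50 mM HEPES buffer, pH 7.4, with NaCl and Triton X-100 · Detection – Epi-absorbance of released pNA at 405 nm, two timepoints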
VLA-4 inh – inhibition in human VLA-4 binding assay, primary screen, VLA-4 allosteric modulator project, MLPCN library, flow cytometry, VLA-4 expressing cells; Integrin alpha-4 (Homo sapiens), P13612; actives 0.2% (n = 330,000); ligand binding flow cytometry; inhibition, % (about 7 µM as worked out from the volumes in the protocol); in the data active means inhibition above about 50%
GASC-1 inh – inhibitors of GASC-1 histone demethylase, primary screen, biochemical, fluorescence, DELFIA europium; Lysine-specific demethylase 4C (Homo sapiens), Q9H3R0; GST-JMJD2C(1-420) H3K9me3 demethylation; inhibition, % at 2.35 µM; actives 0.069% (n = 330,000);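 active means more than half of a compound's replicate wells show inhibition beyond 50%, single wells judged on their own value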;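 further: signal counts dimethyl H3K9 product captured on neutravidin plate; 0% = median of DMSO wells and 100% = 0.3 times that DMSO median; strong numbers were not always called active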
Target sequence (Q9H3R0 1-420 limits assumed): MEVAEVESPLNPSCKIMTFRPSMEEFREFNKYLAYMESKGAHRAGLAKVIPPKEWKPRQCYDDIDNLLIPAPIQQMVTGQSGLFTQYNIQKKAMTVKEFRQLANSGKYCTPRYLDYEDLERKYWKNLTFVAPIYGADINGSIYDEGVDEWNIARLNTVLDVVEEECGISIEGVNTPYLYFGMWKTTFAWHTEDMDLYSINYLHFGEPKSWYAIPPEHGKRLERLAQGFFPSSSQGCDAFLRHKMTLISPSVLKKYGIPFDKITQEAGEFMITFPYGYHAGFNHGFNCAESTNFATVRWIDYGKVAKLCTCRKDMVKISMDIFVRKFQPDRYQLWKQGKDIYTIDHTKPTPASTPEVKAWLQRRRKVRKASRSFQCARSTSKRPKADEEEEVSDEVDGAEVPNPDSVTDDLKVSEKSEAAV
GRK2 aptamer HTS – compounds blocking aptamer binding on GRK2 – biochemical, human GRK2, bead flow cytometry, HTS, primary screen; FAM-aptamer displacement from GRK2; inhibition of aptamer binding, % at 10 µM; actives 0.59% (n = 330,000);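 active means inhibition of aptamer binding above 40%, roughly 3 SD of noise, on plates passing a quality check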;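 further: median bead fluorescence of bound FAM aptamer so fluorescent compounds give negative values; no value below 0 was filed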
Numbers without * were called inactive; . = no result given; & = joins results of further samples. No enrichment for hits; about 2.6% have a hit in one of these screens.

molecule	GRK2 aptamer HTS	PP5 inh	GASC-1 inh	PP1 inh	HCV core dimer	VLA-4 inh	Fh CTSL1 inh	proCasp3 act	proCasp7 act
COc1ccc(-c2noc(CCC(=O)NC3CCN(Cc4ccccc4)CC3)n2)cc1	0	-0.5	3	-2	-6	-3	2	-6	9
O=C(Nc1nncs1)c1cc(-c2ccncc2)nc2ccc(Cl)cc12	22	0.2	9	-2	2	4	2	-6	10
Cc1cc(C)cc(NC(=O)COC(=O)CCCC2=NS(=O)(=O)c3ccccc3N2)c1	2	0.1	15	-4	0	11	-12	4	-2
COC(=O)CC(N)c1ccc(Br)cc1 (stereo not drawn)	0	-0.7	13	2	1	-5	-2	6	7
C[N+](C)(C)CCOc1ccc([N+](=O)[O-])cc1	2	-0.8	-11	-5	4	7	-3	-2	14
Cc1cc(NC(=O)CN(C)CCOc2ccccc2)ccc1Br	2	1.4	30	1	1	4	-2	-1	-2
COc1ccccc1C1CC(c2ccc(Cl)cc2Cl)Nc2nc(N)nn21 (stereo not drawn)	0	1.6	32	2	4	10	4	1	3
CCCCCc1ccc(CC(=O)Nn2c(C)nc3ccccc3c2=O)cc1	1	4.8	2	2	-5	-9	-5	8	-3
Cc1ccc(C)c(NS(=O)(=O)c2c(C)ccc3nsnc23)c1	4	6.5	11	-1	0	22	2	-4	-3
O=C(CNC1CCCCC1)N1CCc2ccccc2C1	0	1.8	-6	-1	0	8	-2	5	-4
COc1ccccc1CC1CC(=O)N(c2ccccc2)C1=O (stereo not drawn)	3	-1.0	-10	-1	2	11	-3	4	0
N#CC1=C(SCc2ccccc2)NC(=O)CC1c1ccc(O)cc1 (stereo not drawn)	3	2.5	63&-2	1	-1	9	-4	-2	1
COc1ccc(N(C)C(=O)c2ccc3c(Cl)c4c(nc3c2)CCCC4)c(OC)c1	2	4.4	-4	4	5	-5	3	11	-3
CCn1c(SCC(=O)N2CCCC2)nc2ccccc2c1=O	1	-1.0	2	2	-2	12	0	-4	3
Cc1ccc(S(=O)(=O)N2CCOCC2)cc1C(=O)NCCc1ccc(Cl)cc1	0	.	-1	.	.	4	.	4	-1

(cont.)
molecule	GRK2 aptamer HTS	PP5 inh	GASC-1 inh	PP1 inh	HCV core dimer	VLA-4 inh	Fh CTSL1 inh	proCasp3 act	proCasp7 act
CC(C(=O)Nc1ccc(Cl)cc1)N1C(=O)NC2(CCCC2)C1=O (stereo not drawn)	1	2.3	0	1	-3	5	3	3	2
COc1cccc(CNC(=O)CCCNC(=O)c2ccc(Cl)cc2)c1	0	0.0	-29	-8	-4	-7	-5	1	0
CCOc1ccc2nc(SCC(=O)NCc3ccccc3OC)[nH]c2c1	0	2.2	0	-5	5	19	0	-2	-1
CSc1ccc(Cl)c(C(=O)NCCOc2cc(C)ccc2C(C)C)c1	0	-2.3	0	-9	-5	5	0	3	-5
CCOc1ccc(C(=O)NCC(=O)OC2CCOC2=O)cc1OCC (stereo not drawn)	2	0.1	-4	-2	1	9	-9	11	-2
CCOC(=O)c1sc(NC(=O)CCN2CCN(CC)CC2)c(C(=O)OCC)c1C	0	2.0	-1	-1	-6	-4	4	9	10
Cc1cc(/C=C(\C#N)C(=O)O)c(C)n1CC(C)C	1	1.0	5	-2	0	-7	1	4	-9
O=S(=O)(c1ccccc1)c1nc(-c2ccccc2)oc1N1CCCC1	3	-1.0	-14	1	2	6	-2	-3	0
CCOC(=O)c1cc(NC(=O)Nc2ccccc2OC)c(C)nc1C	0	3.8	17	10	-9	4	2	1	-1
OC(COc1ccc2ccccc2c1)Cn1cncn1 (stereo not drawn)	1	0.3	10	-1	-4	12	-2	0	1
Cc1ccc(NC(=O)C(=O)c2c(-c3ccccc3)cc3ccccn23)cc1S(=O)(=O)N1CCOCC1	0	1.4	1	1	6	7	2	-9	-7
Cn1c(C(=O)NCC2CCCO2)cc2c(=O)[nH]c3ccccc3c21 (stereo not drawn)	0	-0.1	4	-1	-3	10	5	3	2
O=C(Nc1cccc(S(=O)(=O)N2CCCC2)c1)c1ccccc1OC(F)F	1	0.0	38	-3	1	-2	0	-5	-4
COc1cccc(NC(=O)N2CCCC2C(=O)NC2CCCCC2)c1 (stereo not drawn)	0	1.1	-26	-1	0	3	-1	2	-2
CCOc1ccccc1OCCCCN1CCCC1	0	-1.4	3	3	0	-6	-4	-2	0

Further structures follow.
molecule	GRK2 aptamer HTS	PP5 inh	GASC-1 inh	PP1 inh	HCV core dimer	VLA-4 inh	Fh CTSL1 inh	proCasp3 act	proCasp7 act
C[C@H](CO)N1C[C@H](C)[C@@H](CN(C)C(=O)Nc2ccc3c(c2)OCO3)Oc2ccc(NS(=O)(=O)c3cn(C)cn3)cc2C1=O	3	.	-9	.	.	2	.	0	-9
C=CCNS(=O)(=O)c1ccc2c(c1)n(C)c(=O)n2C	1	-0.8	3	-2	-1	0	1	1	0
O=C(OCC(=O)N1CCN(C(=O)c2ccco2)CC1)c1ccccc1OCc1ccccc1	2	-0.2	-14&-12	1	3	12	-2	0	5
O=C(NCCN1CCOCC1)c1cc(-c2ccc(Br)cc2)on1	0	2.5	8	-4	-4	1	-4	3	1
Cc1nc(SCC(=O)NC2CCS(=O)(=O)C2)c(C#N)c(C)c1C (stereo not drawn)	3	3.1	20	-1	.	-3	.	7	-5
C=CC[C@@H](CC(=O)N[C@@H](CO)Cc1ccccc1)C(=O)N[C@@H](COC(=O)[C@@H](CC=C)Cc1ccc(F)cc1)Cc1c[nH]c2ccccc12	0	.	-5	.	.	27	.	2	-4
O=C(NCCSCc1ccco1)Nc1cc(Cl)cc(Cl)c1	0	-0.7	5	4	6	7	1	1	-2
CC(=O)SCC(Cc1ccccc1)C(=O)NCC(=O)OCc1ccccc1 (stereo not drawn)	2	2.9	-13	5	-1	-12	-22	1	11
CC(C)=N/N=C(\c1cccc([N+](=O)[O-])c1)C12CN3CN(CN(C3)C1)C2	0	1.8	9	0	-8	14	-2	1	1
CCOc1ccc(/C(CCC(=O)O)=N/NC(=S)NC(C)C)cc1	0	0.6	16	-3	2	7	1	0	-7
O=C(Nc1ncn[nH]1)c1cc([N+](=O)[O-])ccc1Cl	2	-1.4	7	4	-8	0	2	-1	7
CC1CCc2c(sc(NC(=O)Cn3nc(C(F)(F)F)c4c3CCCCC4)c2C#N)C1 (stereo not drawn)	4	2.2	4	5	8	-6	0	4	1
Cc1c(OCc2ccccc2)cccc1OCc1ccccc1	.	2.1	-8	1	3	.	4	9	5
Cc1ccc(OCCN2CCN(C(=O)CCC(=O)Nc3nnc(CC(C)C)s3)CC2)cc1	1	2.4	-3	1	-6	-9	3	-8	-3
CCCCn1c(SCC(=O)Nc2ccc3c(c2)OCCO3)nnc1C(CC)N(C)C (stereo not drawn)	3	0.9	0	0	.	-8	.	-2	-9

Given field by field: 2 of the compounds above.
Compound: CC(C)=N/N=C(\c1cccc([N+](=O)[O-])c1)C12CN3CN(CN(C3)C1)C2
  GRK2 aptamer HTS = 0	PP5 inh = 1.8	GASC-1 inh = 9	PP1 inh = 0	HCV core dimer = -8	VLA-4 inh = 14	Fh CTSL1 inh = -2	proCasp3 act = 1	proCasp7 act = 1

Compound: CCOc1ccc(/C(CCC(=O)O)=N/NC(=S)NC(C)C)cc1
  GRK2 aptamer HTS = 0	PP5 inh = 0.6	GASC-1 inh = 16	PP1 inh = -3	HCV core dimer = 2	VLA-4 inh = 7	Fh CTSL1 inh = 1	proCasp3 act = 0	proCasp7 act = -7

The results go on:
molecule	GRK2 aptamer HTS	PP5 inh	GASC-1 inh	PP1 inh	HCV core dimer	VLA-4 inh	Fh CTSL1 inh	proCasp3 act	proCasp7 act
CCOC(=O)N1CCN(C(=O)c2ccc3c(c2)ncn3C2CCCC2)CC1	2	1.9	9	-1	0	-4	0	1	7
O=C(NC1C(=O)NNC1c1ccc(Cl)cc1)c1ccc(F)cc1 (stereo not drawn)	3	0.7	0	2	0	1	1	-5	-12
CCCOc1ccc(C(C)(O)CN2CCOCC2)cc1 (stereo not drawn)	9	2.2	-5	1	-3	34	0	3	5
CC1=C(C(=O)OCC2CCCO2)C(c2ccc(Cl)c(Cl)c2)NC(=O)N1 (stereo not drawn)	0	0.5	-13	2	-2	20	1	3	-4
Cc1cc(Br)cc(C)c1OCC(=O)NNC(=O)CCC(=O)NCc1ccccc1	0	-1.0	-5	0	0	45	-13	5	-5
Cc1nnsc1-c1nnc(SCC(=O)c2ccc(C#N)cc2)n1C1CC1	0	0.2	-9	0	7	4	1	-11	-11
CCOc1ccc(NC(=S)NC(=O)Cc2ccccc2)cc1	0	2.9	-11	0	7	-5	-3	-5	-7
CN1CCN(C(=O)CCCN2C(=O)/C(=C/c3ccccc3)SC2=S)CC1	0	2.3	-16	4	-4	5	1	-14	-19
Cn1c(=O)c2c(ncn2CC(=O)OCC(=O)NC2CCCc3ccccc32)n(C)c1=O (stereo not drawn)	1	2.9	-20	-6	1	11	-1	-4	-8

Record cards, from the list above. Order of screens: GRK2 aptamer HTS, PP5 inh, GASC-1 inh, PP1 inh, HCV core dimer, VLA-4 inh, Fh CTSL1 inh, proCasp3 act, proCasp7 act
Results for O=C(NC1C(=O)NNC1c1ccc(Cl)cc1)c1ccc(F)cc1 (stereo not drawn) → 3, 0.7, 0, 2, 0, 1, 1, -5, -12
Results for CCOc1ccc(NC(=S)NC(=O)Cc2ccccc2)cc1 → 0, 2.9, -11, 0, 7, -5, -3, -5, -7
Results for Cn1c(=O)c2c(ncn2CC(=O)OCC(=O)NC2CCCc3ccccc32)n(C)c1=O (stereo not drawn) → 1, 2.9, -20, -6, 1, 11, -1, -4, -8
Results for CCOC(=O)N1CCN(C(=O)c2ccc3c(c2)ncn3C2CCCC2)CC1 → 2, 1.9, 9, -1, 0, -4, 0, 1, 7
Results for Cc1nnsc1-c1nnc(SCC(=O)c2ccc(C#N)cc2)n1C1CC1 → 0, 0.2, -9, 0, 7, 4, 1, -11, -11
